Source: PubChem
GalR3 antag: antagonists of human GalR3; O60755; inhibition, % at 3 µM; hit rate 0.44% among 360,000; AID 651719; HEK293 GalR3-CNG cAMP membrane potential fluorescence; galR3 body fused to GalR1 C-terminus;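 active means inhibition above the screen-wide average plus 3 SD, cut at about 13% in these data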;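 further: forskolin and galanin both at EC90 stimulate the cells; cAMP rise reported by CNG channel membrane potential dye signal; 0% = forskolin plus galanin with DMSO and 100% = forskolin alone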
Target sequence (O60755 1-299 limits assumed): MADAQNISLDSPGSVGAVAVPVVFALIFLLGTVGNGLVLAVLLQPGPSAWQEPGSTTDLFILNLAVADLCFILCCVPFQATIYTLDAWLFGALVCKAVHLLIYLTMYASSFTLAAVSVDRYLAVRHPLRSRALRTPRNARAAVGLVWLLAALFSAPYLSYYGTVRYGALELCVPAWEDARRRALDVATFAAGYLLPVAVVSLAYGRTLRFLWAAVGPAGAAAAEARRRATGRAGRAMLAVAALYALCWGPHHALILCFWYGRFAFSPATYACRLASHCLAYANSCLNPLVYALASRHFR
PHOSPHO1 inh: PHOSPHO1 (human) inhibition; Q8TCT1; recombinant PHOSPHO1, absorbance phosphatase assay; inhibition, % at 13.3 µM; hit rate 1.1% among 290,000; AID 1565; in the data active means inhibition above about 60%
IMP-1 inh: inhibitors of Pseudomonas aeruginosa IMP-1 metallo-beta-lactamase | purified IMP-1, nitrocefin hydrolysis, epi-absorbance fluorescence | inhibition, % at 5.6 µM | hit rate 0.45% among 290,000 | AID 1556;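 active means inhibition above the mean plus 3 SD of all compounds in the same screening run, cut at about 4.5% in these data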;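 further: 0% = IMP-1 with DMSO and 100% = DMSO wells lacking enzyme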
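system = purified recombinant IMP-1 beta-lactamase | amount = 0.2 nM IMP-1, as dispensed | medium = HEPES buffer pH 7.1 with ZnSO4 and Brij 35 | times = 25 °C, 15 min preincubation, 25 min reaction | detection = plate fluorescence quenching by hydrolysis product, ex 480/em 530 nm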
V1aR counter: counter-screen for oxytocin receptor agonists: human V1a receptor agonists; P37288; CHO-V1R cells, Fluo-8 calcium fluorescence, agonist mode; 0% DMSO, 100% 3 nM vasopressin; activation, % at 3 µM; hit rate 0.25% among 320,000;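 active means activation above the mean activation of all tested compounds plus 3 SD, per screening run, cut at about 20% in these data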;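 further: signal is peak over basal fluorescence ratio across a 100 second FLIPR read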
Target sequence (P37288 whole entry, looked up): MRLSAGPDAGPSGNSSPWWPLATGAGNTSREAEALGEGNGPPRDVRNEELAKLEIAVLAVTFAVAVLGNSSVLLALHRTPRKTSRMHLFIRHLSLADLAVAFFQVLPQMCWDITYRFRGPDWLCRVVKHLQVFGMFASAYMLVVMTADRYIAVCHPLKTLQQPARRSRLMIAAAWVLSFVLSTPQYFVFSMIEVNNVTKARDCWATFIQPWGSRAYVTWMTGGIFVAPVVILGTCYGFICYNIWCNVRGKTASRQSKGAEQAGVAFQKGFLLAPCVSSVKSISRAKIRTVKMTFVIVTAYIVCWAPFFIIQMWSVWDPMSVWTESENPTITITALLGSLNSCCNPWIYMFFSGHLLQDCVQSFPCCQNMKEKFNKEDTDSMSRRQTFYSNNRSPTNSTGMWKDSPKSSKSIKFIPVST
VIM-2 inh: inhibitors of Pseudomonas aeruginosa VIM-2 metallo-beta-lactamase | purified VIM-2, nitrocefin hydrolysis, epi-absorbance fluorescence | inhibition, % at 5.6 µM | hit rate 0.89% among 290,000 | AID 1527;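 active means inhibition above the mean of all tested compounds plus 3 SD, cutoff set per screening run, cut at about 7.5% in these data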;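 further: red hydrolysis product quenches plate fluorescence so inhibitors raise well fluorescence; 0% = enzyme with DMSO and 100% = DMSO without enzyme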
HCV NS3 hel inh: inhibitors of Hepatitis C virus NS3 helicase; NS3 helicase DNA unwinding, Cy5 molecular beacon fluorescence; inhibition, % at 10.9 µM; hit rate 0.56% among 290,000;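 active means inhibition above the mean of all tested compounds plus 3 SD, set per campaign, cut at about 35% in these data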;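 further: 0% = DMSO wells and 100% = thioflavine S control wells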
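System: Hepatitis C virus NS3 helicase domain fragment enzyme | Reagent: Annealed dual-labelled DNA beacon duplex, ATP-started | Compound dosing: 10.9 µM single point, 0.8% DMSO | Incubation: 1 h reaction at 25 °C, ATP-initiated | Technique: Cy5 fluorescence | Evaluation: Percent inhibition from t60/t0 fluorescence ratio | Benchmarks: Low DMSO, high thioflavine S at 110 µM | Replication: Singlicate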
FID counter: fluorescent intercalator displacement, NS3 helicase counter-screen; DNA fluorescent intercalator displacement, fluorescence; inhibition, % at 7.9 µM; hit rate 0.17% among 290,000; AID 1845; in the data active means inhibition above about 37%;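 further: 0% = vehicle and 100% = reference compound; higher means more ethidium bromide displaced from hairpin DNA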
OXTR ag: agonists of human oxytocin receptor | activation, % at 3 µM | AID 2435 | hit rate 0.32% among 320,000 | CHO-OTR cells, Fluo-8 calcium fluorescence; normalized: DMSO 0%, oxytocin 100%;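 active means activation above the mean of all tested compounds plus 3 SD, cutoff set per screening run, cut at about 20% in these data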;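 further: peak over basal fluorescence ratio from a 100 s FLIPR kinetic read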
Target sequence (P30559 whole entry, looked up): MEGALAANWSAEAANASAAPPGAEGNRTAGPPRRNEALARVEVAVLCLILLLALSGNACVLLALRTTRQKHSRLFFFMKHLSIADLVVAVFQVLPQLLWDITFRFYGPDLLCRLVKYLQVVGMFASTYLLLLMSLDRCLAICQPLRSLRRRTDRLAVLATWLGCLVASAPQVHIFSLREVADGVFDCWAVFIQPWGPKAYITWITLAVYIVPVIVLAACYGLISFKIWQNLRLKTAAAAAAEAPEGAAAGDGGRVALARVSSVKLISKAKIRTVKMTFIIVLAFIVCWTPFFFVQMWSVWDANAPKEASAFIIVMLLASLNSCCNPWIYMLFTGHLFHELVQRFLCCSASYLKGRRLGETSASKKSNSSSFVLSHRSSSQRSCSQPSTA
GPR7 antagonist: blocks human GPR7 receptor signaling | P48145 | GPR7-expressing cells, fluorescence antagonist assay | inhibition, % at 4.4 µM | hit rate 1.1% among 290,000 | AID 1861; in the data active means inhibition above about 16%, passing the limit was not always enough;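 further: cells stimulated with the agonist NPW; 0% = agonist with vehicle and 100% = vehicle without agonist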
Active calls of the source: *; . = not tested or not shown.

SMILES	GalR3 antag	PHOSPHO1 inh	IMP-1 inh	V1aR counter	VIM-2 inh	HCV NS3 hel inh	FID counter	OXTR ag	GPR7 antagonist
CCC(=O)OCCNc1cc(Sc2nc3ccccc3[nH]2)c2nonc2c1[N+](=O)[O-]	35*	-6	-5.1	-1.2	-1.5	-38	7	-0.8	15
N/C(COc1cc(Cl)cc(Cl)c1)=N\O	2	17	-2.1	1.3	1.1	8	-1	-0.8	-18
CC(=O)c1cccc(N(CC(=O)Nc2ccccc2F)S(C)(=O)=O)c1	-4	-3	-2.3	0.6	-2.0	1	-4	0.2	-6
O=C(NC(NC(=S)Nc1ccccc1C(=O)O)C(Cl)(Cl)Cl)c1ccco1 (stereo unspecified)	-2	-15	-0.5	-0.1	-0.6	19	-15	-1.6	10
COC(=O)c1ccc(Cl)c(NC(=O)CN(c2ccc3c(c2)OCO3)S(C)(=O)=O)c1	-4	2	-2.6	0.4	-0.3	13	-8	1.4	-12
Cc1ccc(CN2C(=O)C3CCCN3c3ccc(S(=O)(=O)N4CCOCC4)cc32)cc1 (stereo unspecified)	.	21	-4.5	0.6	-2.0	-1	-10	-0.4	-4
COc1ccc(-c2nnc(Nc3nc4c(OC)cccc4s3)o2)cc1	-2	15	-0.8	0.1	0.3	6	-9	-0.3	0
Cn1cnnc1SCC(=O)N1CCN(C(=O)c2ccco2)CC1	0	28	-4.1	-0.2	-0.9	0	11	1.2	-5
COc1c2ccoc2nc2c(OC)c(OCC(OC(C)=O)C(C)(C)O)ccc12 (stereo unspecified)	-6	28	-2.5	0.6	-1.7	15	-27	0.5	-3
COc1ccc(NC(=O)CC(Cc2ccc(Cl)cc2)C(=O)O)cc1 (stereo unspecified)	-11	-25	-0.4	0.8	-1.9	13	-16	0.8	-9
C/C(=N\Nc1ccc([N+](=O)[O-])cc1)c1ccc(C#N)cc1	-5	3	-1.3	-0.3	-1.5	-4	1	4.7	-13
ClCc1nnc(-c2ccccc2)o1	4	1	-2.3	-0.2	-2.9	10	-5	-0.7	-3
O=C(Nc1cccc(S(=O)(=O)N2CCCC2)c1)c1ccccc1OC(F)F	3	9	-0.9	1.9	0.5	2	-20	0.6	16
O=C(NNC1CC(=O)N(c2ccc(Br)cc2)C1=O)c1ccco1 (stereo unspecified)	1	4	-2.2	2.0	-1.6	8	-3	0.1	-17
CCN(CC)c1ccc(CN(C(=O)c2cc(OC)c(OC)c(OC)c2)C2CCS(=O)(=O)C2)cc1 (stereo unspecified)	1	20	-3.1	1.2	-3.9	3	-13	-1.0	0
COc1ccc(-c2cnc3ccccc3n2)cc1NC(=O)CNC(=O)c1ccccc1	-3	13	0.8	-0.8	-2.0	4	-31	2.0	-12
CCOC(=O)c1cc(C(C)C)sc1NC(=O)COC(=O)CCS(=O)(=O)c1ccccc1	-3	-4	-3.1	1.5	-4.4	0	-18	1.9	-15
Cc1ccc(C)c(S(=O)(=O)NC(C)CCc2ccccc2)c1 (stereo unspecified)	-7	6	-1.1	0.5	0.1	-11	-30	-1.9	2
CCOc1ccc(NC(=S)NCCCN2CCN(c3ccc(OC)cc3)CC2)cc1	5	-10	-1.5	3.9	-3.9	-45	14	2.7	-9
COc1ccccc1N1CCN(C(=O)CSc2nnc3n2C(C)(C)Cc2ccccc2-3)CC1	-8	35	-1.6	8.5	-4.0	-22	-56	9.5	0
CCCN(CCC)CC(=O)Nc1cccc2c1OCO2	-1	-1	-4.0	-0.7	-1.8	-3	3	-1.7	4
COc1ccc(C2CC(c3cccs3)=NN2S(C)(=O)=O)cc1OC (stereo unspecified)	1	-9	-4.3	0.4	-2.5	10	-10	0.9	2
Cc1ccc2c(c1)N(CC(=O)NC1CCCc3ccccc31)C(=O)CO2 (stereo unspecified)	-6	-8	-1.6	-0.6	-0.8	-2	-3	-1.9	-4
CCOc1c2c(nc3ccc(Cl)cc13)CCC2	-7	16	-3.0	-1.4	-2.1	-1	-2	-2.1	-7
CCOc1ccc(OCC)c(NS(=O)(=O)c2ccc3c(c2)n(C)c(=O)c(=O)n3C)c1	-3	28	-1.0	-0.6	-0.4	-6	-4	1.9	8
Continued.
SMILES	GalR3 antag	PHOSPHO1 inh	IMP-1 inh	V1aR counter	VIM-2 inh	HCV NS3 hel inh	FID counter	OXTR ag	GPR7 antagonist
Cc1ccc(S(=O)(=O)N2CCC(C(=O)O)CC2)cc1	-6	8	-0.6	0.8	-0.5	-6	7	-0.4	-2
COC(=O)C1=C(C(C)=O)C(c2ccc(C(=O)OC)cc2)n2nnnc2N1 (stereo unspecified)	2	0	-3.2	1.9	0.1	-3	-2	-0.2	-12
Cc1c(C(=O)OCC(=O)Nc2ccc3c(c2)OCO3)cccc1[N+](=O)[O-]	-4	6	-2.1	1.5	-4.7	-2	3	-1.6	-2
CCN(CC)C(=O)CN(c1ccc2c(c1)OCO2)S(C)(=O)=O	1	13	1.1	0.6	-0.9	2	1	-1.2	-8
CCN(CC)c1nc(N)c([N+](=O)[O-])c(NCCO)n1	6	-5	-1.2	1.0	-0.8	10	-3	0.1	-7
CNC(=S)N(CCc1ccc(OC)c(OC)c1)Cc1cc2c(C)cc(C)cc2[nH]c1=O	-1	-7	-1.5	-0.4	-0.5	2	-3	-0.6	3
COc1cnc(SCc2ccc(Cl)cc2Cl)nc1Cl	-6	21	-2.1	0.4	-3.0	1	2	0.8	-7
C=CCNC(=O)c1ccc(-c2cccc([N+](=O)[O-])c2)o1	-1	42	-1.0	-0.2	-0.3	-12	2	-1.9	-10
O=C(Nc1ccc(Cl)cn1)c1cc(S(=O)(=O)N2CCCCC2)ccc1Cl	-4	-7	-0.5	-0.2	-2.3	25	-5	-1.1	-10
Cc1c(NC(=O)CSc2nnnn2-c2ccc(F)cc2)c(=O)n(-c2ccccc2)n1C	-6	25	-1.4	-0.3	-1.4	-8	-8	-0.4	-3
CCOC(=O)CNC(=O)c1c(C)nn(C)c1Cl	0	57	-1.6	1.1	1.8	6	1	0.3	1
COC(=O)C1=C(C)NC(=S)NC1c1ccc(OCC(=O)N2CCCCC2)c(OC)c1 (stereo unspecified)	3	23	-4.5	0.6	-1.1	2	-20	0.1	-5
CC(=O)Nc1ccn(-c2ccccc2)n1	3	2	-7.4	-0.4	-2.9	2	0	-0.7	-8
Cc1cc(C)n(CCc2nc(-c3ccc(-c4ccccc4)cc3)cs2)n1	-7	3	-1.3	2.9	-2.7	-9	-17	-0.1	-5
O=C(NNC1CC(=O)N(c2ccc(Br)cc2)C1=O)c1cccs1 (stereo unspecified)	-3	15	-3.8	-1.1	-4.0	9	-5	0.1	-8
CCOc1ccc(NC(=S)N(Cc2ccc(N(C)C)cc2)Cc2ccco2)cc1	.	19	-2.7	-1.3	-4.5	-2	2	-1.3	-3
COc1ccc(NC(=O)Nc2nnc(-c3ccncc3)s2)cc1	-9	17	-3.7	6.0	-3.0	-13	-22	12	-13
O=C(O)c1cccc(Nc2ccc([N+](=O)[O-])c3nonc23)c1	-7	23	-7.3	1.3	-5.7	12	0	1.9	-5
CN(C)S(=O)(=O)c1ccc(C(=O)NCc2ccc3[nH]c4c(c3c2)CCCC4)cc1	.	-11	3.1	1.1	14*	-5	-12	0.8	-8
Fc1ccc(NCc2cccnc2)cc1	-3	-16	-6.2	-0.1	-0.8	9	-1	0.5	-14
C/C(=N\NC(=O)C1CC1)c1ccc(Cl)cc1	-5	2	-3.3	-0.5	-1.1	6	0	-1.2	-5
O=C1CC(=C(c2ccccc2)c2ccccc2)C(=O)N1CCCCN1CCN(c2cccc(Cl)c2)CC1	-3	19	-2.7	-1.2	-4.3	-19	5	-2.5	-12
O=c1cc(N2CCN(c3ccccc3)CC2)[nH]c(=O)n1-c1ccccc1Cl	-4	-12	-0.5	-0.3	-4.4	8	-16	-0.6	-7
COc1ccccc1N1CCN(C(=O)c2ccoc2C)CC1	-5	10	-1.2	1.5	0.8	10	-4	-0.1	0
CCN(CC)CCn1c(=S)[nH]c2ccccc2c1=O	-7	36	-0.1	0.0	-2.3	-2	-3	0.3	-11

Four structures from above, ordered by molecular weight, ascending:
SMILES	GalR3 antag	PHOSPHO1 inh	IMP-1 inh	V1aR counter	VIM-2 inh	HCV NS3 hel inh	FID counter	OXTR ag	GPR7 antagonist
ClCc1nnc(-c2ccccc2)o1	4	1	-2.3	-0.2	-2.9	10	-5	-0.7	-3
C/C(=N\Nc1ccc([N+](=O)[O-])cc1)c1ccc(C#N)cc1	-5	3	-1.3	-0.3	-1.5	-4	1	4.7	-13
COc1c2ccoc2nc2c(OC)c(OCC(OC(C)=O)C(C)(C)O)ccc12 (stereo unspecified)	-6	28	-2.5	0.6	-1.7	15	-27	0.5	-3
O=C1CC(=C(c2ccccc2)c2ccccc2)C(=O)N1CCCCN1CCN(c2cccc(Cl)c2)CC1	-3	19	-2.7	-1.2	-4.3	-19	5	-2.5	-12

Remaining list, next part
SMILES	GalR3 antag	PHOSPHO1 inh	IMP-1 inh	V1aR counter	VIM-2 inh	HCV NS3 hel inh	FID counter	OXTR ag	GPR7 antagonist
Cc1cc2nc(-c3ccc[nH]c3=O)n(Cc3cccc(F)c3)c2cc1C	-10	-7	-3.9	3.2	-0.7	-3	-31	2.9	-10
Cc1cccc(C(=O)NC(=S)N2CCN(C(=S)NC(=O)c3cccc(C)c3)CC2)c1	8	-4	-3.9	-0.6	-3.5	6	-9	-1.5	-6
COc1ccc2c(c1)c1nc3n(c(=O)c1n2CC(=O)Nc1ccccc1)CCCS3	-7	1	-0.5	-0.1	1.4	2	-3	0.3	-3
Cc1ccn2c(CNCc3cnn(C)c3)c(C(=O)N3CCCCCC3)nc2c1	-6	1	-0.9	1.4	-2.2	4	-6	0.6	-17
C1=C(c2cccc3ccccc23)N2CCN=C2S1	0	18	-3.0	2.3	-1.5	-6	11	2.4	5
CCN(CC)S(=O)(=O)c1ccc(NCCCn2ccnc2)c([N+](=O)[O-])c1	-2	46	0.3	0.2	-0.9	3	5	-0.3	-20
O=C(NC1CCCCCC1)c1cc(-c2ccccn2)nc2ccccc12	-5	58	-1.7	-0.9	-1.7	7	-32	-1.6	-8
COc1ccccc1NC(=S)NCC1CCCCC1	-4	-4	-1.7	-1.1	-1.5	10	-12	-1.9	11
O=C(N/N=C/c1c(O)ccc2ccccc12)c1cccnc1	-16	-3	-0.1	14	-2.2	87*	-10	7.7	23
COc1cccc(NC(=O)CN(C)S(=O)(=O)c2ccc(C)cc2)c1	0	-28	-0.8	0.9	0.1	5	-7	-0.3	-1
O=C(CSc1n[nH]c(=O)n1Cc1ccco1)N1CCOCC1	-2	12	0.8	0.7	-1.4	-2	2	-0.2	4
CC(C)Sc1nnc([C@H](Cc2c[nH]c3ccccc23)NC(=O)OC(C)(C)C)o1	-6	-34	-6.3	0.2	-1.9	-8	-33	-1.8	3
CCOC(=O)C1=C(C)OC(N)=C(C#N)C1c1ccccc1 (stereo unspecified)	-7	18	-1.1	-0.1	-2.8	-3	-2	-1.0	-10
Cc1cc(C)n(CC(=O)NNC(=O)CCCOc2ccc(Cl)c(C)c2)n1	1	19	-0.9	6.8	-0.1	-3	-31	2.9	2
O=C(NNC(=O)c1cccnc1)NC12CC3CC(CC(C3)C1)C2	-3	1	-2.3	0.7	-2.1	9	-2	0.5	-6
